From PubChem
697 NFkB inh: lowers PMA/ionomycin-induced NF-kB signal in 697 B cells; 697 B-cell NF-kB luciferase reporter, 16 h; inhibition, % at 4 µM; 330,000 tested, 0.33% active; AID 435022; in the data active means inhibition above about 35%
CXCR6 block: blocks human CXCR6 beta-arrestin recruitment; O00574; CHO-K1 PathHunter CXCR6 beta-arrestin, luminescence; inhibition, % at 20 µM; 360,000 tested, 0.36% active; AID 602244; in the data active means inhibition above about 34%, passing the limit was not always enough;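 further: antagonist mode with CXCL16 agonist at 10 nM final; 0% = 10 nM CXCL16 with DMSO and 100% = unstimulated wells without agonist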
APJ antagonist: APJ receptor antagonism; P35414; CHO-K1 APJ beta-arrestin complementation, luminescence; inhibition, % at 20 µM; 330,000 tested, 0.32% active; AID 2521;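 active means inhibition above about 40% at 20 µM, limit read from the data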;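 further: cells challenged with 10 nM apelin-13 agonist together with compound; plate controls were apelin-13 plus DMSO wells for no effect and DMSO wells lacking apelin-13 for full effect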
EBI2 block: blocks human EBI2 receptor beta-arrestin signaling | P32249 | EBI2 beta-arrestin recruitment, luminescence, 7a,25-OHC stimulated | inhibition, % at 5 µM | 360,000 tested, 0.81% active; in the data active means inhibition above about 38%;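 further: enzyme fragment complementation signal reports receptor beta-arrestin coupling in cells; 0% = agonist plus DMSO wells and 100% = wells without agonist; some results beyond the cut were filed as inactive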
Target sequence (P32249 whole entry, looked up, the tested form may be a part): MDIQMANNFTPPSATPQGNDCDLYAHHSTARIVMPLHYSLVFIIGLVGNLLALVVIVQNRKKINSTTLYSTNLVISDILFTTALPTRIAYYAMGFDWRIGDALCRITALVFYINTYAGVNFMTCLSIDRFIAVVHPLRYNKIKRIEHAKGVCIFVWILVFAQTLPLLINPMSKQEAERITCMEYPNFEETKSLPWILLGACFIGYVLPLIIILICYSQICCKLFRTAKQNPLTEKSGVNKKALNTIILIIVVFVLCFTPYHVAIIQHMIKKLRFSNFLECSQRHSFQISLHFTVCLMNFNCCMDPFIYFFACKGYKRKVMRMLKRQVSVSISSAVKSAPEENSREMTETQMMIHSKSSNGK
Jurkat NFkB inh: lowers PMA/ionomycin-induced NF-kB signal in Jurkat cells. PMA/ionomycin-induced NF-kB luciferase reporter, luminescence. inhibition, % at 4 µM. 330,000 tested, 0.53% active. AID 435003; in the data active means inhibition above about 50%
UBC13 inh: human UBC13 polyubiquitination inhibition; P61088; UBC13 polyubiquitin chain formation, TR-FRET; inhibition, % at 20 µM; 330,000 tested, 0.47% active; AID 485273; in the data active means inhibition above about 45%, passing the limit was not always enough
Target sequence (P61088 whole entry, looked up): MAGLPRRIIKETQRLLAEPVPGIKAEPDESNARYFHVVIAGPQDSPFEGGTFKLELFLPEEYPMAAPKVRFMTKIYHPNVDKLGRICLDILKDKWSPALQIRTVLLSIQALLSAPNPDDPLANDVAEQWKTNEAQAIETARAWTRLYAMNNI
CCR6 antag: blocks CCL20-driven beta-arrestin recruitment at human CCR6; P51684; CHO-K1 CCR6 PathHunter beta-arrestin, luminescence, CCL20-stimulated; inhibition, % at 20 µM; 340,000 tested, 0.49% active;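 active means compounds whose inhibition of the agonist-driven luminescence signal at 20 µM reaches about 50%, limit read from the data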;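 further: cells stimulated with CCL20 at 14 nM final; plate controls were DMSO with CCL20 for no effect and DMSO without agonist for full effect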
Target sequence (P51684 whole entry, looked up): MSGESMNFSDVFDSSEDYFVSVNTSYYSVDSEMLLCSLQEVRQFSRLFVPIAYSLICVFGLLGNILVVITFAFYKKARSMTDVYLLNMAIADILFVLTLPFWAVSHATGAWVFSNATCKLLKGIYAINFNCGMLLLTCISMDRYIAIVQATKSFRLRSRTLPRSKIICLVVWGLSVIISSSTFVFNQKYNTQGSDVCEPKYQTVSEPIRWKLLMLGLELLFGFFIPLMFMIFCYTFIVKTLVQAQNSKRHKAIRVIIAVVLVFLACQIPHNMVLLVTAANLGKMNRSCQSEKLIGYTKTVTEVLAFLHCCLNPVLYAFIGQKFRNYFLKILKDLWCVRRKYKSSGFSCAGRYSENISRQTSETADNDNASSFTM
Gli-Sufu block: Gli-Sufu pathway antagonism; Sufu-KO-LIGHT fibroblasts, Gli luciferase reporter luminescence; inhibition, % at 5 µM; 340,000 tested, 0.74% active; AID 588413;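 active means inhibition above about 55%, limit read from the data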;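 further: 0% = DMSO-treated cells and 100% = wells with medium but no cells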
The depositor's hits bear a star; x = not tested or not shown.

SMILES	697 NFkB inh	CXCR6 block	APJ antagonist	EBI2 block	Jurkat NFkB inh	UBC13 inh	CCR6 antag	Gli-Sufu block
Cc1cc(C)nc(SCc2ccc(C(=O)N/N=C/c3cccnc3)cc2)n1	-6	7	12	4	-9	-12	x	x
O=C(Nc1ccc(S(=O)(=O)Nc2nccs2)cc1)c1cc(-c2ccncc2)nc2ccccc12	3	5	5	-5	-7	-11	6	0
O=C1COc2ccc(C(=O)CSc3ccc(Br)cc3)cc2N1	-18	-14	-4	43	-8	4	6	-4
Cc1ccc(S(=O)(=O)N2CCOCC2)cc1C(=O)N1CCN(S(=O)(=O)c2cccs2)CC1	23	-6	9	0	18	-11	-3	10
CNC(=O)NC(=O)CSc1ccc(S(=O)(=O)N(C)C2CCCCC2)cn1	-4	-1	-11	-5	1	-1	5	-6
CN(C(=O)c1cncc(Br)c1)C1C2CC3CC(C2)CC1C3 (stereo unspecified)	-31	-5	14	-4	-8	-11	12	25
C=CCN(CC=C)C(=O)CCc1nnc(CCc2c[nH]c3ccccc23)o1	-2	-1	15	7	10	3	7	-2
Cc1ccc(-c2[nH]nc3c2C(c2cccnc2)C(C#N)=C(N)O3)cc1 (stereo unspecified)	2	-2	-17	-4	5	-2	-8	9
CCc1ccc(NC(=S)NC2CC3CCCC(C2)N3Cc2ccccc2)cc1 (stereo unspecified)	-1	-3	-3	-1	-1	18	9	30
OC(CNCc1ccc2c(c1)OCO2)COc1ccccc1 (stereo unspecified)	-7	10	-11	2	-7	-2	8	9
O=C1COc2ccccc2N1Cc1c(F)cccc1Cl	5	4	16	0	6	6	11	6
COc1ccc(CNc2ncnc3sccc23)cc1	0	-6	5	-2	35	5	-5	61*
CCCCNC(=O)N1CCN(C(c2ccccc2)c2ccccc2)CC1	0	3	10	5	-24	2	-6	7
CC(C)(O)/C=C/C(=O)[C@](C)(O)C1[C@H](O)C[C@@]2(C)C3CC=C4C(C=C(O[C@@H]5O[C@H](CO)[C@@H](O)[C@H](O)[C@H]5O)C(=O)C4(C)C)[C@]3(C)C(=O)C[C@]12C (stereo partly specified)	1	2	-9	-9	2	-1	-1	-12
CC(=O)N/C(=C\c1ccccc1)C(=O)OCc1ccccc1	14	9	2	2	-8	-4	4	-4
CC(C)c1ccc(C(=O)NN2C(=O)C3CCCCC3C2=O)cc1 (stereo unspecified)	-88	18	-12	-7	-32	5	14	-46
O=C(/C=C/c1ccc(Cl)c(Cl)c1)NC1=NCCS1	-49	-13	-18	-3	-69	0	13	-45
O=C(COC(=O)c1cccnc1Cl)Nc1ccc(N2CCCCC2)cc1	6	2	-12	3	-3	-2	10	-5
CCOc1ccc(/C=N/NC(=O)c2ccc(Cn3cc(Br)cn3)o2)cc1	-17	-3	8	-3	8	9	8	-9
c1ccc(-c2csc3ncnc(NCc4ccccn4)c23)cc1	-58	4	15	-1	8	7	8	-20
COc1ccc2ccc(OCC(=O)Nc3cc(C)on3)cc2c1	5	-2	-8	1	2	-2	-2	2
O=C(COC(=O)CCN1C(=O)C2CC=CCC2C1=O)Nc1ccc([N+](=O)[O-])cc1 (stereo unspecified)	7	-1	-12	0	-4	-16	17	-4
COc1ccccc1-n1c(SCC(=O)Nc2ccc3c(c2)OCO3)nc2c(c1=O)SCC2	-7	4	15	-6	-10	-15	7	3
Cc1ccc2oc(=O)n(Cc3ccccc3OC(C)C)c2c1	7	-3	13	13	-1	10	22	-2
COc1cc(C(=O)NCC(c2ccc(F)cc2)N2CCOCC2)ccc1OCc1ccccc1Cl (stereo unspecified)	-23	-3	-65	5	1	3	1	17
O=C(COc1ccccc1Cl)NC(=S)Nc1ccccc1N1CCCC1	-8	-4	-4	12	3	-8	19	4
CC(C)OC(=O)CSc1nnc(Cc2ccccc2)n1Cc1ccco1	16	11	1	16	4	12	19	9
CCOC(=O)c1c(C)[nH]c(C)c1S(=O)(=O)N(C)CC(=O)Nc1ccccc1F	-6	0	16	0	6	-3	2	-21
CC1Cc2ccccc2N1C(=O)CSc1nncn1C (stereo unspecified)	-4	-7	12	5	-3	0	1	8
CCC(C)NC(=O)Cn1cnc2sc(C)c(S(=O)(=O)N3CCN(c4ccccc4OC)CC3)c2c1=O (stereo unspecified)	9	-1	11	-3	3	5	13	-1
COC(=O)c1cccc(C23CC4(C2)[C@H](CN(Cc2ccc(C(F)(F)F)cc2)[C@@H]4c2ccccc2)C3c2ccccc2)c1 (stereo partly specified)	-23	2	-31	14	2	-2	-7	20
O=C(O)C1CC=CCC1C(=O)Nc1cc(Cl)ccc1Cl (stereo unspecified)	1	-4	1	-3	-9	-12	-3	10
Cc1cccc(NCC(=O)N/N=C\c2cccc(Oc3ccccc3)c2)c1	-8	7	2	22	-1	-3	6	-2
O=C(OCc1cc(=O)n2ccsc2n1)c1ccc(OC(F)F)cc1	5	-7	14	-2	-10	5	-5	-6
COc1ccc(C)cc1S(=O)(=O)N1CCN(C/C=C/c2ccccc2)CC1	2	-2	14	14	7	4	0	30
CCN=C1SC(CC(=O)NCc2ccccc2)C(=O)N1CC (stereo unspecified)	17	7	-3	-10	5	-2	-1	6
Cc1ccc(NC(=O)CCC(=O)c2cccs2)cc1	14	-7	16	-6	-2	-2	-1	8
Cc1ccc(NS(=O)(=O)Cc2ccccc2)cc1Cl	7	-2	12	-7	1	2	11	-13
C=CCN1C(=O)c2ccc(C(=O)Nc3ccccn3)cc2C1=O	17	-9	16	1	7	8	13	0
C=CCn1c(SCC(=O)Nc2ccc(C(=O)OCC)cc2)nnc1-c1sc(N)nc1C	-7	-2	5	-4	-12	-6	8	7
CCOC(=O)c1ccccc1NC(=O)CSC(C)C(=O)Nc1cc(C)on1 (stereo unspecified)	10	-7	23	-4	4	5	14	1
CCn1nc(C)c(/C=N\NC(=O)c2cccc(OC)c2)c1C	1	-6	-4	-6	11	-10	6	-4
c1cncc(-c2nnc(SCc3cccc4ccccc34)o2)c1	-23	8	3	-7	-4	10	5	10
Cc1nc2ccccc2n2c(-c3ccccc3)c3c(=O)n(C)c(=O)n(C)c3c12	15	-5	23	-2	5	12	11	17
COCCn1nnnc1C(c1ccccc1OC)N1CCc2ccccc2C1 (stereo unspecified)	18	4	19	-21	19	8	14	14
CCOc1ccc2[nH]cc(C(=O)O)c(=O)c2c1	23	3	9	-6	7	3	2	-1
COc1ccc(/C=N/Nc2nncc3ccccc23)cc1	-211	4	-1	-7	-82	-3	19	-100
O=C(CCCC(=O)N(CC(=O)NC1CCCCC1)CC1CCCO1)Nc1ccccn1 (stereo unspecified)	4	-8	-8	-12	-12	-7	8	-6
CCOC(=O)C1(Cc2ccccc2)CCCN(Cc2cccc(C(C)=O)c2)C1 (stereo unspecified)	-17	-5	-28	27	17	-11	1	17
COc1ccc(-c2csc3ncn(-c4ccccc4OC)c(=O)c23)cc1OC	14	4	7	1	-8	-3	7	-20

3 structures out of the list, ordered by number of heavy atoms, smallest number first:
SMILES	697 NFkB inh	CXCR6 block	APJ antagonist	EBI2 block	Jurkat NFkB inh	UBC13 inh	CCR6 antag	Gli-Sufu block
COc1ccc(/C=N/Nc2nncc3ccccc23)cc1	-211	4	-1	-7	-82	-3	19	-100
c1cncc(-c2nnc(SCc3cccc4ccccc34)o2)c1	-23	8	3	-7	-4	10	5	10
COCCn1nnnc1C(c1ccccc1OC)N1CCc2ccccc2C1 (stereo unspecified)	18	4	19	-21	19	8	14	14

Following part:
SMILES	697 NFkB inh	CXCR6 block	APJ antagonist	EBI2 block	Jurkat NFkB inh	UBC13 inh	CCR6 antag	Gli-Sufu block
CC(C)(C)NC(=O)NC(=O)CN1CCN(c2ccccc2)CC1	5	-4	9	-8	5	8	-5	4
CN(C)c1cc(-c2ccc(Br)cc2)oc(=O)c1Cl	6	1	17	16	-4	0	20	1
COc1ccccc1CNC(=O)COC(=O)c1cccnc1SCC(=O)NCc1ccccc1OC	-47	2	-26	5	-13	-16	13	-1
COC(=O)CC1(C(=O)OC)Oc2ccc(Br)cc2C(=O)N1c1cc(Cl)cc(Cl)c1 (stereo unspecified)	-2	4	11	3	16	-3	25	-2
Cc1nn(-c2ccccc2)c(C)c1NC(=O)COC(=O)CCc1ccccc1	-18	2	-11	-2	-19	-6	3	-5
COc1ccc(Cl)cc1N1C(=O)CN(Cc2cc(OC)c(OC)c(OC)c2)C1=S	-4	-9	-17	4	16	8	4	14
COc1ccc(NC(=O)N(C)C[C@H]2Oc3c(NC(=O)Nc4ccc(C(F)(F)F)cc4)cccc3C(=O)N([C@H](C)CO)C[C@@H]2C)cc1	20	-14	-4	-1	12	27	-9	-3
COc1ccc(N2CCN(S(=O)(=O)c3c(C)nc4scc(C)n4c3=O)CC2)cc1	-13	-9	2	4	0	-13	9	22
Cc1ccc(S(=O)(=O)N(C)CC(=O)N2CCCc3ccccc32)cc1	4	0	-10	-2	-2	3	-1	6
O=C(CSc1nc2c(c(=O)n1-c1ccc(Cl)cc1)SCC2)Nc1ccc2c(c1)OCCO2	-1	6	2	-6	-8	-14	20	10
O=C(CNC(=O)c1ccc(Br)cc1)NCc1cccnc1	2	4	-1	-8	7	7	7	12
COc1ccccc1N1CCN(S(=O)(=O)c2ccc3c(c2)oc(=O)n3C)CC1	-7	-6	11	8	-6	-6	-5	-13
COc1ccc(S(=O)(=O)NCC2CCCO2)cc1NC(=O)c1ccccc1 (stereo unspecified)	12	-5	3	-5	5	0	18	8
O=C(CCNS(=O)(=O)c1cccc2nonc12)Nc1ccc(Cl)cc1	19	8	9	3	9	7	6	-11
Cc1c(C2CC(=O)N(c3ccccc3)C2=O)[nH]n(-c2ccccc2)c1=O (stereo unspecified)	-19	26	26	-5	-4	-25	-1	5
CCn1c(SCC(=O)NC(C)C)nnc1-c1cccs1	8	3	6	-6	19	1	2	3
O=C(C1=C(O)C(=O)N(CCc2ccccc2)C1c1cccnc1)c1ccco1 (stereo unspecified)	4	-3	9	4	-3	-10	0	9
Oc1[nH]c2ccccc2c1C=Nc1ccc2c(c1)OCO2	-174	-6	3	10	-138	-20	19	-144
CCN(CC)C(C)C(=O)Nc1c2c(cc3c1CCC3)CCC2 (stereo unspecified)	-19	-6	19	0	-17	-9	-6	14
COc1cccc(/C=C2\SC(=O)N(CCC(=O)N3CCCCC3CCO)C2=O)c1 (stereo unspecified)	-6	-3	11	-7	-7	-4	11	41
Cc1ccc(C)c(Cn2c3ccccc3c3cnn(CC(=O)NCCCN4CCCCC4)c(=O)c32)c1	-21	0	22	0	-14	21	12	5
Cc1sc2ncnc(N3CCN(S(=O)(=O)c4ccc(F)cc4)CC3)c2c1C	-10	-7	2	3	15	-1	9	31
COc1ccccc1C(=O)N(Cc1ccc(Cl)cc1)C1CCS(=O)(=O)C1 (stereo unspecified)	-1	-4	0	-1	-2	-1	4	-1
CCOC(=O)N1C2CCC(C2)N1C(=O)OCC	x	1	x	9	x	x	-5	5
CC(C)CNS(=O)(=O)c1ccc(OCC(=O)Nc2ccc3c(c2)OCO3)c(Cl)c1	24	-10	-4	-15	0	4	2	1
CC(=O)CC(=O)NC1C2CC3CC(C2)CC1C3 (stereo unspecified)	7	-1	14	12	2	-5	8	2
COc1ccccc1CNC(=O)c1ccc(C)s1	14	-1	-1	1	-3	4	4	-19
COc1ccccc1C(=O)NCC(=O)NNC(=O)c1cccs1	26	7	-10	-8	2	-6	6	2
O=C(Nc1ccc(C(=O)N2CCCC(CO)C2)cc1)c1ccc(Br)o1 (stereo unspecified)	9	3	5	-8	6	-1	3	-4

Whole records, quoted from the list. Order of screens: 697 NFkB inh, CXCR6 block, APJ antagonist, EBI2 block, Jurkat NFkB inh, UBC13 inh, CCR6 antag, Gli-Sufu block
COc1ccccc1C(=O)N(Cc1ccc(Cl)cc1)C1CCS(=O)(=O)C1 (stereo unspecified) is listed with -1, -4, 0, -1, -2, -1, 4, -1
CC(C)CNS(=O)(=O)c1ccc(OCC(=O)Nc2ccc3c(c2)OCO3)c(Cl)c1 is listed with 24, -10, -4, -15, 0, 4, 2, 1
COc1ccccc1CNC(=O)c1ccc(C)s1 is listed with 14, -1, -1, 1, -3, 4, 4, -19
CC(=O)CC(=O)NC1C2CC3CC(C2)CC1C3 (stereo unspecified) is listed with 7, -1, 14, 12, 2, -5, 8, 2
COc1ccccc1C(=O)NCC(=O)NNC(=O)c1cccs1 is listed with 26, 7, -10, -8, 2, -6, 6, 2
